# Screening results: PubChem BioAssay, several laboratories
# FBA Mtb inh = inhibits M. tuberculosis FBA enzyme | inhibition, % at 1 µM | purified M. tuberculosis FBA, fluorescence read-out | 360,000 compounds, 2.3% hits | P9WQA3; in the data active means inhibition above about 27%;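 further: 0% = vehicle and 100% = reference inhibitor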
# Target sequence (P9WQA3 whole entry, looked up): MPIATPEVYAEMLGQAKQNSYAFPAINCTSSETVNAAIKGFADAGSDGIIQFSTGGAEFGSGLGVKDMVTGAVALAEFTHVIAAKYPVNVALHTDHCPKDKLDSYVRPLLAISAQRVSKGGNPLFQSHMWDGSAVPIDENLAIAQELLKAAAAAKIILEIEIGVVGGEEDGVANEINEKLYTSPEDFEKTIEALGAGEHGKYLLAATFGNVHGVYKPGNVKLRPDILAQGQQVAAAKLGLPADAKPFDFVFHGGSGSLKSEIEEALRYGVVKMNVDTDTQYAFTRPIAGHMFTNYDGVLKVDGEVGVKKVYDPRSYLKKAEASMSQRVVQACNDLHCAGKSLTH
# BoNT-A LC inh2 = inhibitors of Botulinum neurotoxin A light chain protease; inhibition, % at 10 µM; 360,000 compounds, 0.17% hits; multiplex microsphere protease substrate cleavage, flow cytometry; in the data active means inhibition above about 30%; inconclusive means no clear call, values can overlap the other calls; further: plate controls were buffer without enzyme for full effect and enzyme alone for no effect
# PrPC surface inh = inhibitors of human cell surface prion protein PrPC; inhibition, % at 13.8 µM; TR-FRET read-out; AID 720596; 370,000 compounds, 0.43% hits; in the data active means inhibition above about 24%; further: 0% = median of the test wells and 100% = reference compound wells
# GDH-TPI inh = counter-screen for M. tuberculosis FBA inhibitors: GDH-TPI coupled enzymes. GDH-TPI coupled enzyme counterscreen, NADH absorbance. inhibition, % at 4.8 µM. 360,000 compounds, 1.2% hits;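 further: 0% = DMSO wells and 100% = wells lacking the enzyme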
# UGM FP inh = inhibitors of M. tuberculosis UDP-galactopyranose mutase. P9WIQ1. purified UGM, fluorescence polarization probe displacement. inhibition, % at 10 µM. 320,000 compounds, 0.06% hits. AID 504406; in the data active means inhibition above about 10%, passing the limit was not always enough; inconclusive means no clear call, values can overlap the other calls
# Target sequence (P9WIQ1 whole entry, looked up): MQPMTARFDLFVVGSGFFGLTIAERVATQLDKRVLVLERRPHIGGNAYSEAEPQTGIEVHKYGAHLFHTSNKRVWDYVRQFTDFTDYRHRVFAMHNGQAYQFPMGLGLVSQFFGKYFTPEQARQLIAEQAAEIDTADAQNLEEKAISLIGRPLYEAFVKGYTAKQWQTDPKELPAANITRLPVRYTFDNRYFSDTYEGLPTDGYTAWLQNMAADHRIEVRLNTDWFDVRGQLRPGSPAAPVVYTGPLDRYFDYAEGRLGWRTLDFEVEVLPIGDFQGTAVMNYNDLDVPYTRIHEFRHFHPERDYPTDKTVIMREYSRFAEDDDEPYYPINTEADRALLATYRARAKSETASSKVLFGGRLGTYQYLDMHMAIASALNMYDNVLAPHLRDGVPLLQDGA
# BioA inh = inhibitors of Mycobacterium tuberculosis BioA enzyme | purified M. tuberculosis BioA enzyme, plate reader | inhibition, % at 9.99 µM | 360,000 compounds, 0.096% hits; in the data active means inhibition above about 40%; inconclusive means no clear call, values can overlap the other calls
# FadD28 FP inh = blocks FadD28 binding to the bisubstrate probe | fluorescence polarization | inhibition, % at 12.5 µM | 360,000 compounds, 0.22% hits | AID 588549; in the data active means inhibition above about 8.5%, passing the limit was not always enough; inconclusive means no clear call, values can overlap the other calls
# CCHF vOTU inh = CCHFV vOTU protease inhibition. Pep-AMC fluorescence. inhibition, % at 11.5 µM. 370,000 compounds, 0.55% hits; further: 0% = vehicle wells with enzyme and 100% = no enzyme wells
# BoNT F protease = BoNT F light chain protease inhibition | AID 588497 | 360,000 compounds, 0.22% hits | inhibition, % at 10 µM | Multiplex microsphere protease cleavage assay, flow cytometry; in the data active means inhibition above about 35%, passing the limit was not always enough; inconclusive means no clear call, values can overlap the other calls; further: plate controls were buffer without enzyme for full effect and enzyme alone for no effect
# Active calls of the source: *; ? = inconclusive; / = not tested or not shown. Unless noted, no stated cut-off is given here; in the data, active means inhibition above about 30%; inactive means the rest.
# Order of results: FBA Mtb inh	BoNT-A LC inh2	PrPC surface inh	GDH-TPI inh	UGM FP inh	BioA inh	FadD28 FP inh	CCHF vOTU inh	BoNT F protease
N#Cc1c(N)nc2c(c1-c1ccccc1)CCC2
→ 61.0*	0.5	-6.2	10.7	1.0	/	-0.7	-69.1	-7.3
CC(C)Cc1ccc(CN2CCCC(NC(=O)c3cnc4ccccn4c3=O)C2)cc1 (configuration not stated)
→ 19.4	-5.3	-0.8	7.2	-0.4	2.4	1.1	-19.9	-0.7
COC(=O)c1c(-c2ccccc2)csc1NC(=O)CSc1ncnc2sc(C)c(C)c12
→ -2.0	0.0	-0.6	5.9	0.3	-0.9	-1.5	5.3	-8.7
Cc1ccc2nsnc2c1N(S(C)(=O)=O)S(C)(=O)=O
→ 6.3	0.9	-5.9	7.6	/	0.0	-1.9	8.0	4.0
COc1ccc(-c2nc(N)nc(C)c2Oc2ccccc2Br)c(O)c1
→ -4.0	0.7	-6.6	27.6	-0.7	2.6	-7.3	14.8	-3.4
Cc1ccc2cccc(S(=O)(=O)N3CCN(c4ccccc4F)CC3)c2n1
→ -3.2	0.0	/	-10.7	-3.1	/	-2.7	/	-6.3
CCC(=O)c1ccc(N2CCOCC2)c(F)c1
→ -6.4	-0.1	2.1	1.3	2.0	-2.2	-1.8	0.7	-3.0
COc1cccc(C2=NO[C@@H]3C(=O)N(c4ccc5c(c4)OCCO5)C(=O)[C@H]23)c1OC
→ 0.4	4.0	-2.6	-11.4	0.2	-2.7	-0.8	0.6	6.1
Cc1ccc(S(=O)(=O)NCC(=O)N(CC(=O)NCc2ccc(F)cc2)CC2CCCO2)cc1 (configuration not stated)
→ 3.3	0.9	7.0	10.4	-2.8	-0.8	-1.2	-16.2	3.5
O=C(NCC1OCCCN1S(=O)(=O)c1cc(F)ccc1F)C(=O)NC1CCCCC1 (configuration not stated)
→ -1.3	0.2	-4.2	2.2	1.7	/	-3.5	-11.0	5.1
O=C(N/N=C/c1cccc(OC(=O)N2CCOCC2)c1)c1cccs1
→ 1.9	-0.2	5.6	12.4	1.1	/	-5.1	7.1	-4.1
Cn1nccc1C(=O)N1CCN(c2ncccn2)CC1
→ 0.8	-0.3	-1.0	1.2	-1.3	/	0.9	1.9	-1.9
CCCCNC(=S)N(C)/N=C/c1ccc(OCC(=O)Nc2ccc(OC)cc2)c(OC)c1
→ 4.6	-0.2	2.9	24.0	0.0	/	-3.0	15.3	-0.1
COc1ccc(-n2c(C)nc3cc(C(=O)N4CCOCC4)ccc32)cc1
→ -0.1	1.0	-0.4	-0.4	1.1	0.4	-0.5	-0.1	15.8
O=C(NCc1ccccn1)/C(=C/c1ccco1)NC(=O)c1ccccc1
→ -3.4	0.6	-10.0	5.6	1.0	/	-2.5	10.1	2.9
COc1cccc(Nc2nc3ccccc3n2C(C)C)c1
→ 1.6	-0.7	9.2	4.9	-0.1	/	0.7	-12.1	-14.0
CC(=O)c1ccc(N2C(=NC(=O)C(C)C)SC3CS(=O)(=O)CC32)cc1 (configuration not stated)
→ -1.8	0.4	4.4	1.9	2.3	-1.2	0.5	-2.1	-9.9
O=C1CSC(=S)N1N=Cc1c[nH]c2ccc(Br)cc12
→ -5.0	1.0	3.0	16.8	/	-2.7	-9.6	7.8	4.0
COc1cccc2cc(C(=O)N3C(C)CCCC3C)c(=O)oc12 (configuration not stated)
→ 0.8	-0.4	-7.6	16.3	-0.3	0.5	1.5	2.4	3.9
O=C(Cc1ccccc1)Nc1ncccc1Cl
→ 1.7	0.4	-5.0	1.5	0.8	-0.7	-0.3	5.8	-3.6
CCCCCc1ccc(S(=O)(=O)NCCc2ccncc2)cc1
→ 0.7	0.2	20.0	7.1	-3.7	0.2	-2.1	6.7	-7.3
O=C(CCc1c[nH]c2ccccc12)OCc1cccc(C(F)(F)F)c1
→ -0.9	1.5	-2.1	0.3	3.2	-0.9	-1.5	9.4	-3.1
CC(O)CNc1nc(N)[nH]c(=O)c1N=Nc1ccccc1 (configuration not stated)
→ -10.8	0.7	-16.0	24.6	/	0.2	-2.9	10.2	-9.6
O=c1c2ccccc2cnn1Cc1n[nH]c(=S)n1-c1cc(Cl)cc(Cl)c1
→ 1.6	-0.3	0.3	3.3	0.4	-0.5	-0.9	4.9	-3.0
CN(C)c1ccc(-c2nnn(CC(=O)Nc3ccc4c(c3)OCCO4)n2)cc1
→ 7.0	-0.3	6.2	-1.3	0.4	/	-2.8	8.3	-5.8
Cc1ccc(NC(=O)C2(C)CCN2C(=O)CCC2CCCC2)cc1C (configuration not stated)
→ -0.3	-0.2	-0.3	-7.6	/	2.9	-3.9	-0.1	2.3
O=C(NCc1ccccc1Cl)C1CCN(S(=O)(=O)c2ccc(N3CCCC3=O)cc2)CC1
→ 0.8	0.6	-3.4	5.9	-0.8	-2.4	-1.6	9.7	1.5
CON1C(=O)C(=O)N(OC)C2CCCCC21 (configuration not stated)
→ 2.8	-0.9	-5.1	6.1	/	/	1.2	2.0	-12.5
Cc1ccc2nc(SCC(=O)Nc3cccc([N+](=O)[O-])c3)[nH]c2c1
→ 0.1	15.5	-1.9	-3.7	2.6	1.8	-6.1	0.5	18.5
CCCCOc1ccc(-c2ncc(N)cn2)cc1
→ 8.7	-0.7	-0.8	-3.1	-0.4	-0.4	-1.2	3.8	5.0
N#Cc1ccccc1NC(=O)CSC1=Nc2ccccc2C2CC=NN12 (configuration not stated)
→ -2.2	-0.5	1.0	1.3	1.9	-0.6	-0.4	-0.1	-0.3
CCOC(=O)CSc1n[nH]c(NC(=O)c2cccc(C(F)(F)F)c2)n1
→ 2.3	-0.7	-4.6	-2.4	2.0	-3.8	-2.3	-5.9	2.7
CCOc1ccc(OCCC(=O)OCC(=O)c2c(N)n(CC(C)C)c(=O)n(C)c2=O)cc1
→ -0.1	-0.6	0.7	6.6	/	1.4	0.2	2.1	-5.5
CC(C)(C)c1ccccc1NC(=O)NC1CCN(Cc2c(F)cccc2Cl)CC1
→ 0.5	-1.5	4.6	3.9	-1.2	-1.9	-3.5	-11.6	-21.7
NS(=O)(=O)c1ccc(CNC(=O)c2cc(-c3cccs3)nc3ccccc23)cc1
→ 79.9*	0.8	-8.3	12.0	-1.6	-1.7	-7.9	-108.1	-6.8
O=C(COc1ncnc2ccccc12)Nc1ccc(Cl)c([N+](=O)[O-])c1
→ 0.1	0.0	-2.2	3.7	0.3	/	-3.0	-5.2	-3.3
CN(C)S(=O)(=O)c1cccc(NC(=O)C2CCCN(C(=O)c3ccc(Cl)cc3)C2)c1 (configuration not stated)
→ -3.0	-0.3	7.2	7.4	/	3.0	1.0	-14.0	-1.5
CC(c1n[nH]c(=S)n1-c1ccccc1)N1CCCCC1 (configuration not stated)
→ 5.8	-2.2	-5.8	9.5	-5.1	/	-1.9	-1.5	-5.9
COc1ccc(C(=O)CCNc2cccc(Cl)c2)cc1
→ 1.0	-0.4	-0.4	0.4	/	0.6	-2.3	0.1	-5.0
COc1ccc(/C=C2\N=C(SC)N(C)C2=O)cc1
→ 0.0	-0.1	4.0	19.4	-1.0	/	0.4	-0.5	6.3
O=C1SC(SCc2ccccc2)=N/C1=C\c1ccco1
→ 0.2	-1.9	3.3	6.2	0.9	-2.8	1.5	1.0	-4.5
COc1ccc(-c2c(-c3cc(OC)cc(OC)c3)n(C)c3ccc(-c4ccc5c(c4)OCCO5)cc23)cc1
→ 2.3	0.0	0.0	4.1	-3.5	4.8	0.6	-7.2	-8.9
COc1ccc(C(=O)Nc2c(C)ccc3nsnc23)cc1[N+](=O)[O-]
→ -1.6	0.8	-16.2	14.8	2.4	0.0	2.3	-8.6	-2.4
COc1ccc(/C=N/Nc2nc(-c3ccc(Cl)cc3)cc(C(F)(F)F)n2)cc1OC
→ -3.0	0.5	10.6	25.2	-1.5	/	-5.2	16.9	-0.2
O=C1NCCCCC1NS(=O)(=O)c1cccc(C(F)(F)F)c1 (configuration not stated)
→ 0.1	-3.1	-3.9	-8.6	1.1	-0.7	-1.4	-10.1	0.1
CCOC(=O)c1ccccc1NC(=O)COC(=O)C(CC(C)C)NC(N)=O (configuration not stated)
→ -0.1	0.4	2.3	-4.8	3.4	/	-4.1	-5.5	3.7
COC(=O)CN1C(=O)CSc2ncccc21
→ -0.1	-0.4	3.5	9.4	0.1	-2.7	0.2	6.0	-11.6
NNCCc1ccccc1
→ 1.6	-0.7	12.4	-0.5	-0.1	-0.3	-2.5	9.1	-9.5
Cc1ccc(/C=N/NC(=O)c2c(-c3ccccc3)noc2C)c(O)c1
→ 6.1	3.1	-0.7	9.3	2.0	1.2	-1.8	-5.5	10.5
N/C(=N\OC(=O)COc1ccc(Br)cc1Cl)c1ccncc1
→ 1.1	-0.1	-1.0	6.0	3.6	/	-0.3	-6.1	-2.5

# Given in CSV form: 4 of the compounds above
SMILES,FBA Mtb inh,BoNT-A LC inh2,PrPC surface inh,GDH-TPI inh,UGM FP inh,BioA inh,FadD28 FP inh,CCHF vOTU inh,BoNT F protease
COc1ccc(C(=O)Nc2c(C)ccc3nsnc23)cc1[N+](=O)[O-],-1.6,0.8,-16.2,14.8,2.4,0.0,2.3,-8.6,-2.4
COc1ccc(/C=N/Nc2nc(-c3ccc(Cl)cc3)cc(C(F)(F)F)n2)cc1OC,-3.0,0.5,10.6,25.2,-1.5,/,-5.2,16.9,-0.2
O=C1NCCCCC1NS(=O)(=O)c1cccc(C(F)(F)F)c1 (configuration not stated),0.1,-3.1,-3.9,-8.6,1.1,-0.7,-1.4,-10.1,0.1
CCOC(=O)c1ccccc1NC(=O)COC(=O)C(CC(C)C)NC(N)=O (configuration not stated),-0.1,0.4,2.3,-4.8,3.4,/,-4.1,-5.5,3.7

# New compounds follow:
# Order of results: FBA Mtb inh	BoNT-A LC inh2	PrPC surface inh	GDH-TPI inh	UGM FP inh	BioA inh	FadD28 FP inh	CCHF vOTU inh	BoNT F protease
Cc1ccc(NC(=O)C2CC(=O)Nc3ncnn32)cc1Cl (configuration not stated)
→ 2.0	0.6	0.3	5.0	-0.2	-5.8	-1.7	-1.5	-1.6
COc1ccc(C2c3c(ncn(Cc4ccco4)c3=N)Oc3ccc4ccccc4c32)cc1 (configuration not stated)
→ -0.1	-0.2	-1.3	2.3	0.2	-1.3	-3.4	18.1	3.6
CC(C)(C)c1ccc(C(=O)NCCCNC(=O)c2ccco2)cc1
→ 1.3	-0.2	-2.4	9.3	-1.2	-6.1	-0.7	-16.1	-9.6
COc1ccc2c(c1)O[C@H]1c3ccc(O)cc3OC[C@@H]21
→ -0.2	0.0	-1.7	6.9	2.0	1.6	-2.8	2.7	-2.9
CC(CNc1ccc([N+](=O)[O-])c2cccnc12)Nc1c([N+](=O)[O-])cc(C(F)(F)F)cc1[N+](=O)[O-] (configuration not stated)
→ -12.7	-1.1	5.2	8.2	-3.1	-0.1	-0.5	8.8	-13.6
COC(=O)c1ccc(Cn2c(C)c(C(=O)NCc3cccs3)sc2=O)o1
→ -2.5	0.1	6.0	-1.8	/	3.2	-3.8	3.0	-0.8
CCNC(=S)N1CCCC(C(N)=O)C1 (configuration not stated)
→ -1.2	0.2	4.1	-2.5	0.9	/	-0.8	0.0	-3.8
Cc1ccc(C(=O)N2CCOCC2)cc1Cl
→ 1.7	-1.2	-4.8	-5.5	-0.6	0.5	-3.8	-9.1	-0.4
O=C(CSc1ccc(-c2ccc(-n3cccn3)cc2)nn1)Nc1ccc([N+](=O)[O-])cc1
→ -2.0	0.9	-1.4	12.2	-1.9	-0.9	-1.2	0.9	-4.3
COCC(=O)N1CCC(Oc2ccc(C(=O)NC(C)c3csc(C)n3)cc2)CC1 (configuration not stated)
→ -2.3	-0.2	-1.4	-6.3	-0.8	-0.7	2.3	6.9	-5.3
CC(C)(C)C(CN1CCCC1)OC(=O)c1ccccc1 (configuration not stated)
→ 9.5	1.0	-0.6	5.1	-0.1	-0.4	-2.9	13.7	?
Cc1c(Cl)cnc(NC(=O)CSc2nnc(C)n2Cc2ccccc2)c1Cl
→ 1.8	0.0	3.0	-2.2	1.3	2.1	-0.9	3.2	-5.5
CC(=O)N(c1ccc2oc(=O)sc2c1)S(=O)(=O)c1ccc(C(=O)O)cc1
→ 1.2	-0.8	-4.1	5.3	2.6	0.8	5.1	4.2	8.5
